Casp6 inh: caspase-6 (human) enzyme inhibition; inhibition, % at 12.5 µM; AID 686996; purified caspase-6, Z-VEID-R110 cleavage fluorescence; hit rate 0.53% among 350,000;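 active = mean inhibition across replicates at least about 35%, with every replicate also reaching that limit, limit read from the data; inconclusive = only one of the two criteria met; inactive = neither criterion met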;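 note: 0% = median of neutral control wells and 100% = no fluorescence left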
Target sequence (P55212 24-179 limits assumed): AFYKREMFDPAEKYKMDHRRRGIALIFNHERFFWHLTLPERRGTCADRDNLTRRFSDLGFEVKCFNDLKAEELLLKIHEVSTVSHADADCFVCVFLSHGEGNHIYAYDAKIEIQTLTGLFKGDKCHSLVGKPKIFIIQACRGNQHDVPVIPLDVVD
Target sequence (P55212 194-293 limits assumed): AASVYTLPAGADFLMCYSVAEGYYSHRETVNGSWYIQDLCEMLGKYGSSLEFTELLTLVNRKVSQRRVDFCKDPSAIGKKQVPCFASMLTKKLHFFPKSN
SIRT5 inh: blocks human SIRT5 desuccinylation of peptide; Q9NXA8; Purified SirT5, succinyl-peptide AMC, trypsin-coupled fluorescence; inhibition, % at 15 µM; hit rate 1.1% among 330,000; in the data active = inhibition above about 15%; inconclusive = no clear call, values can overlap the other calls
Target sequence (Q9NXA8 whole entry, looked up): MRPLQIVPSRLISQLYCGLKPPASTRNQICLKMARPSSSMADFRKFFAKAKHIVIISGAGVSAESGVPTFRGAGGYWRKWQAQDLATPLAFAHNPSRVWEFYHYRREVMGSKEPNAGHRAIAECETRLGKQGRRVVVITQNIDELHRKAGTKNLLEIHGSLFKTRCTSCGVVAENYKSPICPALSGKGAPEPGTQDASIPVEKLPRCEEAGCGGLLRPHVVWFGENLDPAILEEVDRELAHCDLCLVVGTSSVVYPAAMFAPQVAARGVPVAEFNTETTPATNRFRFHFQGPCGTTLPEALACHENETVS
DENV2 CPE: inhibitors of DENV2 cytopathic effect; CPE inhibition, % at 9.99 µM; hit rate 1.7% among 350,000; AID 651640; DENV2-infected cells, cytopathic effect rescue, plate reader; in the data active = CPE inhibition above about 20%, passing the limit was not always enough; inconclusive = no clear call, values can overlap the other calls; tested in BHK-21 cells;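 note: 0% = median of neutral control wells and 100% = median of positive control wells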
ARNT-TACC3 inh: disrupts binding between human ARNT and TACC3; AID 623870; hit rate 0.66% among 390,000; AlphaScreen His-ARNT PAS-B/GST-TACC3 binding, luminescence; TACC3 fragment carries E629A point mutation; inhibition, % at 9.99 µM; Q9Y6A5;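 active = mean inhibition of replicates at least 50% and at least half of replicates each reaching 50%; inconclusive = half or more replicates reach 50% but mean below 50%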;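 note: 0% = complete ARNT plus TACC3 wells and 100% = ARNT alone without TACC3; many hits fall short of the cut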
EWS-Fli block: EWS/Fli transcriptional activity inhibition; inhibition, % at 12.6 µM; A673 NR0B1-luciferase reporter, viability-normalised; hit rate 0.67% among 350,000;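 active = mean inhibition of at least 50% after viability correction, with every replicate also passing that limit; inconclusive = mean reaches 50% but only one of two replicates passes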;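 note: firefly luciferase signal divided by Alamar Blue viability fluorescence both relative to DMSO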
LGR2 antag: Drosophila LGR2 receptor signaling inhibition. HEK293 LGR2, CRE-luciferase, bursicon-stimulated, 4 h. inhibition, % at 9.99 µM. hit rate 0.35% among 380,000;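 active = drop in luminescence signal, shown as inhibition above about 50% in the replicate tests, limit read from the data, passing the limit was not always enough; inconclusive = probably only some replicates passing the limit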;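 note: agonist challenge used bursicon conditioned medium at about half maximal strength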
PAX8 inh HTS: PAX8 transcriptional activity inhibition; inhibition, % at 12.6 µM; RMG-I TPO-luciferase reporter, SteadyGlo, 24 h; hit rate 1.2% among 360,000;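 active = mean replicate inhibition at least 60% with every replicate also reaching 60%; inconclusive = only one of the two criteria is met; inactive = mean below 60% and not all replicates reaching 60%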;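 note: luciferase light reporting Pax8 driven TPO promoter activity; plate controls were median of neutral control wells for no effect and mitoxantrone controls for full effect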
* marks the source's active call; other numbers are inactive results; ? = inconclusive; . = no result given.

SMILES	Casp6 inh	SIRT5 inh	DENV2 CPE	ARNT-TACC3 inh	EWS-Fli block	LGR2 antag	PAX8 inh HTS
C=C(C)C1CC=C(C)/C(=N\NC(=S)Nc2ccc(C)cc2)C1 (centres undefined)	.	.	.	5	-12	-1	-11
Cc1ccc(-c2ccc(SCC(=O)Nc3cc(C)on3)nn2)cc1	5	0	0	-6	-3	-26	-19
COc1cc([N+](=O)[O-])ccc1NC(=O)/C=C/C(=O)O	2	-5	2	-2	7	-10	-11
CC(Sc1nnnn1C)C(=O)Nc1nc(-c2ccc(F)c(F)c2)cs1 (centres undefined)	1	0	-2	.	-5	-8	-9
Cc1cc2nc(-c3ccccn3)c(-c3ccccn3)nc2cc1C	-2	0	3	-5	-9	-13	-36
CCc1nc2c(OCc3ccc(C(F)(F)F)cc3)cccn2c1N(C=O)Cc1ccc(OC)cc1	-1	-5	17	.	7	-3	-4
CCC(C(=O)O)P(=O)(c1ccc(Cl)cc1)c1ccc(Cl)cc1 (centres undefined)	1	0	-1	2	0	.	-3
Cc1cc(C)nc(NN=CC2=C(N3CCOCC3)/C(=C/c3ccc(Cl)cc3)CC2)n1	2	-4	1	2	3	-2	10
CCOC(=O)C1CCCN(S(=O)(=O)c2ccc3c(c2)NC(=O)CO3)C1 (centres undefined)	12	1	-8	3	.	8	4
O=C(C[C@H]1CC[C@@H]2[C@H](COC[C@H](O)CN2C(=O)Nc2ccccc2)O1)NCCCN1CCOCC1	-1	4	?	5	3	3	-7
CC(C)C#Cc1cnc2c(c1)C(=O)N([C@H](C)CO)C[C@H](C)[C@H](CN(C)Cc1ccc3c(c1)OCO3)O2	1	-2	5	4	3	-2	2
Cc1ccc(N(Cc2cc(=O)[nH]c3ccccc23)C(=O)CCl)cc1	13	-1	2	-3	?	18	-8
CN(c1ccc(C(=O)NCCSCc2c(F)cccc2Cl)cc1)S(C)(=O)=O	1	-4	3	-3	-4	12	-1
COc1ccc(OC)c(/C=N/NC(=O)c2c(C)nc3ccc(C)cn23)c1	0	-7	?	-6	2	0	5
C[C@H]1CN([C@@H](C)CO)C(=O)c2cc(NC(=O)CCN3CCOCC3)ccc2O[C@H]1CN(C)C	-1	-8	9	-3	13	-10	-13
CCC(=O)N1[C@@H]2Cn3c(ccc(C4=CCCC4)c3=O)[C@H]1[C@@H](C(=O)N[C@H](C)c1ccccc1)[C@@H]2CO	-4	-6	5	-4	0	-3	4
CCn1c(SCC(=O)NCCc2ccc(OC)c(OC)c2)nc2c([nH]c3ccccc32)c1=O	-3	0	-8	.	16	1	5
COc1ccc2nc(N(Cc3ccccc3)C(=O)CCNC(C)=O)sc2c1	3	-1	5	3	-16	-18	-22
CCC(C)OC(=O)c1[nH]c2c(c1C)C(=O)CC(c1ccc(N(C)C)cc1)C2 (centres undefined)	-2	.	8	2	-49	-17	-21
Cc1noc(C)c1NC(=O)N(C)C[C@@H]1OCCCC[C@@H](C)Oc2ccc(NS(=O)(=O)c3ccc(Cl)cc3)cc2C(=O)N([C@H](C)CO)C[C@@H]1C	0	0	6	-3	-5	-5	-28
CNc1cnc(-c2ccccc2OC)cn1	0	-29	3	.	-6	-21	-19
CC(C)CC#Cc1ccc([C@@H]2[C@H]3CN(C(=O)NC4CCCC4)CCCCN3[C@H]2CO)cc1	-3	5	-32	-2	31	6	40
COc1ccc(S(=O)(=O)N2CCCCN3[C@H](C2)[C@H](c2ccc(C4=CCCCC4)cc2)[C@@H]3CO)cc1	-1	-2	1	-2	-1	.	11
COc1ccc(C(=O)Nc2ccc(NC(=O)c3cnccn3)cn2)cc1	0	11	-6	-1	-4	3	.
C[C@@H]1CCCCO[C@H](CN(C)S(=O)(=O)c2ccc(Cl)cc2)[C@@H](C)CN([C@@H](C)CO)C(=O)c2cc(NC(=O)Nc3ccc4c(c3)OCO4)ccc2O1	-1	0	-7	-3	-2	9	30
NC(Cc1ccc(Cl)cc1)c1csc(Nc2ccc(C(F)(F)F)cn2)n1 (centres undefined)	3	.	5	.	16	17	-4
COc1ccccc1C#Cc1ccc([C@H]2[C@H](C#N)N(C(=O)C3CC3)[C@H]2CO)cc1	1	-3	-1	-3	18	35	91*
O=C(CC1C(=O)NCCN1Cc1ccccc1C(F)(F)F)NC1CCCC1 (centres undefined)	2	10	7	1	15	3	0
COc1ccc(NC(=O)c2csc(C)c2)cc1OC	4	-2	-4	8	.	-6	-42
Cc1ncoc1C(=O)NC1CC(C)(C)Cc2c1cnn2-c1ccccc1 (centres undefined)	1	-1	15	0	-7	-6	9

Some entries already given, showing only PAX8 inh HTS, Casp6 inh and DENV2 CPE.
mol | PAX8 inh HTS | Casp6 inh | DENV2 CPE
Cc1noc(C)c1NC(=O)N(C)C[C@@H]1OCCCC[C@@H](C)Oc2ccc(NS(=O)(=O)c3ccc(Cl)cc3)cc2C(=O)N([C@H](C)CO)C[C@@H]1C | -28 | 0 | 6
CNc1cnc(-c2ccccc2OC)cn1 | -19 | 0 | 3
CC(C)CC#Cc1ccc([C@@H]2[C@H]3CN(C(=O)NC4CCCC4)CCCCN3[C@H]2CO)cc1 | 40 | -3 | -32
COc1ccc(S(=O)(=O)N2CCCCN3[C@H](C2)[C@H](c2ccc(C4=CCCCC4)cc2)[C@@H]3CO)cc1 | 11 | -1 | 1
COc1ccc(C(=O)Nc2ccc(NC(=O)c3cnccn3)cn2)cc1 | . | 0 | -6
C[C@@H]1CCCCO[C@H](CN(C)S(=O)(=O)c2ccc(Cl)cc2)[C@@H](C)CN([C@@H](C)CO)C(=O)c2cc(NC(=O)Nc3ccc4c(c3)OCO4)ccc2O1 | 30 | -1 | -7

Remaining list, next part
SMILES	Casp6 inh	SIRT5 inh	DENV2 CPE	ARNT-TACC3 inh	EWS-Fli block	LGR2 antag	PAX8 inh HTS
O=C(COC(=O)COc1ccc2ccccc2c1)NCC(F)(F)F	2	5	-2	-12	7	-1	-3
O=C(CSc1ccccn1)Nc1ccc(Cl)cn1	4	-2	2	.	2	-16	-7
COc1ccc(N(C)S(=O)(=O)c2ccc3c(c2)NC(=O)CO3)c(OC)c1	9	-4	4	-11	.	-4	8
CC(NC(=O)C1CCCN1S(=O)(=O)c1cccc2cccnc12)c1ccccc1 (centres undefined)	-1	.	5	-2	-6	-3	11
Cc1cc(C)nc(N(C#N)Cc2cccc(Cl)c2)n1	2	-3	4	11	6	-3	-6
Cc1cn([C@H]2C[C@H](O)[C@@H](CCC(=O)NCC3CCCO3)O2)c(=O)[nH]c1=O (some centres undefined)	3	-4	2	.	-5	-1	-7
C[C@H]1CCCCO[C@H](CN(C)Cc2ccc(C(=O)O)cc2)[C@@H](C)CN([C@@H](C)CO)C(=O)c2cc(NC(=O)C3CCCCC3)ccc2O1	-3	-2	-6	16	-8	20	2
Cc1cc(C)cc(C(=O)Nc2cccnc2)c1	-2	.	-6	1	-3	-4	-10
CC1(C)Cc2c(sc3nc(C4CCCCC4)n(N)c(=O)c23)CO1	1	-6	?	4	-26	-13	13
C[C@@H]1CCCCO[C@@H](CN(C)Cc2ccncc2)[C@H](C)CN([C@@H](C)CO)C(=O)c2cc(NC(=O)c3ccncc3)ccc2O1	1	4	-1	-10	.	-6	-8
CC(C)C(=O)Nc1ccc(Br)cc1Cl	2	-5	-1	-6	-2	1	10
CCCCC(CC)CNC(=O)c1[nH]c(C)c(C(C)=O)c1C (centres undefined)	-2	.	-6	-9	11	-7	9
CCCC(=O)Nc1nc(-c2ccc(Cl)s2)cs1	-4	-3	8	-12	-31	-57	1
COc1cccc(C2NC(=O)CCC2[N+](=O)[O-])c1 (centres undefined)	-1	3	-3	6	4	2	18
COc1cc(C2C3=C(CC(C)(C)CC3=O)N(C)C3=C2C(=O)CC(C)(C)C3)cc(Br)c1O	1	3	-7	-4	14	10	-9
CCOC(=O)CNC(=O)CCc1nnc2ccc(N3CCC(C)CC3)nn12	-6	-2	0	-5	3	-10	-7
Cc1ccccc1-c1ccc([C@H]2[C@@H](CO)N3CCCCN(C(=O)NC4CCCC4)C[C@@H]23)cc1	1	-1	15	-7	12	15	6
COc1ccc(NC(=O)COC(=O)c2ccc(OCc3ccccc3Cl)c(OC)c2)c(OC)c1	.	.	.	-6	.	6	-11
CC(=O)Nc1cccc(NC(=O)C(=O)c2cn(CC(=O)N3CCCC3)c3ccccc23)c1	0	.	7	.	-54	-41	-75
Cc1cccc(N2CCN(c3ccc(NC(=O)/C=C\C(=O)O)cc3)CC2)c1	10	6	3	6	5	.	13
COc1cccc(C(=Cc2ccc([N+](=O)[O-])cc2)C(=O)O)c1	0	-8	-3	.	5	-22	-8
CCN(CC(=O)Nc1cc(Cl)ccc1C)C(=O)c1ccc(=O)n(Cc2ccccc2)n1	0	-13	2	-10	.	12	31
OCC[C@H]1C[C@H](O)[C@@H](O)[C@]2(Cc3ccccc3O2)O1	-2	-1	.	-1	-7	-3	-4
COC(=O)[C@H]1[C@H](CO)[C@H]2Cn3c(ccc(-c4ccccc4F)c3=O)[C@H]2N1C(=O)c1cnccn1	-1	1	?	17	3	-7	2
O=C(C(Cc1ccccc1)NS(=O)(=O)c1cccc2cccnc12)N1CCc2ccccc21 (centres undefined)	0	.	4	6	4	23	12
Cc1cc2nc(-c3ccc(Cl)cc3)c(Cc3cccc(Cl)c3)n2c(C)c1Br	1	4	-6	.	-2	-11	14
COc1ccc(OC)c(/C=N/NC(=S)NCCc2ccccc2)c1	3	-1	-4	0	-4	-5	-17
CNC[C@H]1Oc2ccc(NC(=O)Nc3cccc4ccccc34)cc2C(=O)N([C@@H](C)CO)C[C@@H]1C	2	12	10	-4	11	1	0
COc1ccc(C(=O)NNC(=O)CN(C)S(=O)(=O)c2ccc(Cl)cc2)c(OC)c1OC	5	-7	7	2	-4	23	-2
Cc1nc(C(F)(F)F)ccc1C(=O)Nc1ccc(C(F)(F)F)cn1	1	0	0	-3	-1	4	10
Cc1cc(C)n(-c2ccc(C(=O)Nc3cccnc3)cc2)n1	-2	0	-2	2	-7	-2	-14
CCCC#Cc1ccc([C@H]2[C@H](CO)N3C(=O)CN(C(=O)Nc4cc(F)ccc4F)C[C@@H]23)cc1	2	5	6	.	2	21	14
Cn1c(CNC(=O)CCNC(=O)c2ccc(Br)cc2)cc(=O)n(C)c1=O	-6	-2	8	-4	-5	5	-16
S=C(Nc1ccccc1)Nc1cccc(Br)c1	-3	-5	-4	2	0	-7	12
COC(=O)C(C(=O)OC)N1C(=O)CCC1=O	2	-1	9	23	10	-5	.
CCOC(=O)c1c(NC(=O)COC(=O)c2ccc([N+](=O)[O-])cc2)sc(C(=O)N(C)C)c1C	5	-3	13	-3	-5	-1	0
COc1ccc(N2CCN(C(=O)CC(C)S(=O)(=O)c3ccc4c(c3)NC(=O)CO4)CC2)cc1 (centres undefined)	0	-1	-5	-7	10	10	19
Cc1cc(C(F)F)n2ncc(C(=O)O)c2n1	4	.	.	-2	.	4	.
Nc1nonc1-n1nnc(C(=O)N/N=C/c2ccc(OCc3cccc(Cl)c3)cc2)c1CN1CCCCC1	0	2	10	-7	.	-28	-69
CN1CCN(C(=O)c2ccc3c(c2)N(Cc2ccc(Cl)cc2)C(=O)c2ccccc2S3=O)CC1 (centres undefined)	3	-2	-6	-1	5	1	-3
Cc1c(OC(C)C(=O)NCc2cccnc2)ccc2c3c(c(=O)oc12)CCCC3 (centres undefined)	1	-7	-2	1	9	-30	4
COc1ccc(C2C(C(=O)c3ccc(C)o3)=C(O)C(=O)N2Cc2cccnc2)cc1 (centres undefined)	8	-4	3	-4	-7	-2	8
C[C@@H]1CN([C@@H](C)CO)C(=O)Cc2cc(NC(=O)C3CC3)ccc2O[C@H]1CN(C)C	-4	-5	-3	0	.	-13	-16
O=C(C1CCC1)N1CCCCN2[C@@H](CO)[C@@H](c3ccc(-c4ccncc4)cc3)[C@@H]2C1	-1	-3	8	-6	22	-9	15
C/C(=N\NC(=O)c1ccncc1)c1cccs1	3	-1	0	.	-13	-3	-50
COCC#Cc1ccc([C@@H]2[C@@H](CO)N3C(=O)CN(C(=O)Nc4ccc(F)cc4)C[C@H]23)cc1	0	-5	11	.	3	9	5
C[C@@H]1CN([C@H](C)CO)C(=O)c2cc(NS(=O)(=O)c3cn(C)cn3)ccc2O[C@H]1CN(C)Cc1ccccc1	1	-8	21*	-7	-6	-5	7
